# Bioassay records as filed in PubChem.
# PLC-gamma1 inh: inhibitors of human phospholipase C gamma1 | P19174 | purified PLC-gamma1, fluorogenic substrate, fluorescence | inhibition, % at 12.2 µM | 370,000 tested, 0.84% active | AID 720700; in the data active = inhibition above about 9.5%
# Target sequence (P19174 whole entry, looked up): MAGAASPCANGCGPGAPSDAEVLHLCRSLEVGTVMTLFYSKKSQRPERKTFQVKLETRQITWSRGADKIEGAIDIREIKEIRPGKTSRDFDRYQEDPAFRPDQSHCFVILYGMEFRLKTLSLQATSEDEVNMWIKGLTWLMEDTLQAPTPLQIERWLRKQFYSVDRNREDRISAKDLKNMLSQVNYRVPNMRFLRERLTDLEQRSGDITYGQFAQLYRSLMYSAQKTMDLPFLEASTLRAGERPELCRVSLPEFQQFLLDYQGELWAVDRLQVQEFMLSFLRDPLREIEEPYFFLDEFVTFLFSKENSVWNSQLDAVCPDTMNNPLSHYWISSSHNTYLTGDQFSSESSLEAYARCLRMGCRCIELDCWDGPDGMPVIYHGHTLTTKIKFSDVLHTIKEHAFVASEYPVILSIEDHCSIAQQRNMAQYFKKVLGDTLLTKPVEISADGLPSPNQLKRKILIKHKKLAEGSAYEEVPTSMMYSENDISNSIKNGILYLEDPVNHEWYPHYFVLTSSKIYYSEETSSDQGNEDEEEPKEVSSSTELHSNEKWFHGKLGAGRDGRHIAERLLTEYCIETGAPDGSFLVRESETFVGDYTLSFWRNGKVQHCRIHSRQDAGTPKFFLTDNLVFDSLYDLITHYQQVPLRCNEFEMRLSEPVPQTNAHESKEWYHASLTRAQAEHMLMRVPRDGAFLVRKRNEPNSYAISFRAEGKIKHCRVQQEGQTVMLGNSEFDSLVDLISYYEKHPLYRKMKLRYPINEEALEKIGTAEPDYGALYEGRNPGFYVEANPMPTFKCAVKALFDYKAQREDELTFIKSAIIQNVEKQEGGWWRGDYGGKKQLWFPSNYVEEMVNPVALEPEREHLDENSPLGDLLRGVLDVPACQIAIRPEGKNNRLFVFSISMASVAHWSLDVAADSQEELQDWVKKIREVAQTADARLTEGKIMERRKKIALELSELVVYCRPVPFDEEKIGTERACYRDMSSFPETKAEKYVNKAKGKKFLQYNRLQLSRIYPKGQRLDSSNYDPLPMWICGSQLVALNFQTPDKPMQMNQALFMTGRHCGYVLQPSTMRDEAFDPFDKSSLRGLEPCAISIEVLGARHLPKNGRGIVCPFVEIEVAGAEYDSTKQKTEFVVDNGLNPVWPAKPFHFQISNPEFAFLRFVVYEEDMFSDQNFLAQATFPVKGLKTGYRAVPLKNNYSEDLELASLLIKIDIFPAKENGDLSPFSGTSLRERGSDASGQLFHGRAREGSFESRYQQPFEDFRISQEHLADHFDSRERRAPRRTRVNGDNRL
# proKLK7 act: activates the human kallikrein-7 zymogen; purified proKLK7, EDANS-DABCYL substrate fluorescence; 100% is mature enzyme control, 0% vehicle; P49862; activation, % at 7 µM; AID 652039; 370,000 tested, 0.9% active;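 active = activation above the mean of all tested compounds plus 3 SD, computed per campaign excluding outliers beyond control limits, cut at about 13% in these data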
# ASAP1 GAP inh: ASAP1 ArfGAP inhibition. Q9ULH1. ASAP1-stimulated ARF1 GTP hydrolysis, GDP FP detection. inhibition, % at 16.5 µM. 360,000 tested, 0.19% active; in the data active = inhibition above about 25%;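 also: 0% = vehicle with enzyme and substrate and 100% = no enzyme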
# ARFGAP1 inh: inhibitors of rat ARFGAP1; Arfgap1-stimulated ARF1 GTP hydrolysis, GDP FP detection; 360,000 tested, 0.26% active; Q62848; inhibition, % at 16.5 µM;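 active = inhibition above a per-plate limit, mean inhibition of low control wells plus 3 SD, cut at about 25% in these data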;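 also: 0% = DMSO wells with enzyme and 100% = wells lacking Arfgap1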
#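 Material: truncated rat Arfgap1 GAP domain; Incubation: compound-enzyme preincubation 20 min, reaction 120 min, detection 60 min, 25 °C; Read-out: percent inhibition of Arfgap1-stimulated GTP hydrolysis; Technique: FP, GDP Alexa 633 tracer displaced from anti-GDP antibody, 620/688 nm; Controls: No-Arfgap1 wells (100%) versus DMSO full-reaction wells (0%); Replication: single well per compound.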
# DDE Tn6 FP inh: disrupts Tn6 cyclic peptide binding to fibrin D-Dimer-E complex | inhibition, % at 8.3 µM | AID 720509 | Fibrin DD(E) TRITC-Tn6 fluorescence polarization displacement | 370,000 tested, 0.21% active;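 active = inhibition above a per-campaign cutoff: mean of compounds within control limits plus 3 SD, cut at about 15% in these data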;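 also: 0% = median of all compound wells on the plate and 100% = blocking peptide control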
# DDE Tn7 FP inh: DD(E)-Tn7 binding inhibition, primary FP screen. FP displacement of FITC-Tn7 peptide from fibrin DD(E); 0% = median of compound wells per plate. P02675. 370,000 tested, 0.13% active. inhibition, % at 8.3 µM;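 active = inhibition above the mean of compounds falling within the control limits plus 3 SD of them, cut at about 14% in these data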;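 also: 0% = plate median of compound wells and 100% = 10 µM Aha-Tn7 peptide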
#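 Assay system: Fibrin-DD(E) protein isolated from polymerized human fibrin clots; read-out basis: percent inhibition; medium: Tris/NaCl/CaCl2 buffer, pH 7.8; signal: FP measurement; incubation: 10 min plus 3 h, room temperature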
# Rev-erbA mod: Rev-erb alpha (human) modulation. P20393. Rev-erbα–FITC-DNA binding, fluorescence polarization, 90 min. activity, % at 10 µM. 370,000 tested, 0.79% active. AID 1259318;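 active = activity above about 14%, limit read from the data; passing the limit was not always enough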;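 also: 0% = DMSO wells with 35 nM protein and 100% = DMSO wells with 750 nM protein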
# HGIII-sPLA2 inh: Blocks human group III sPLA2 activity | Q9NZ20 | QFRET BODIPY PC-A2 liposome hydrolysis, fluorescence | inhibition, % at 12.2 µM | 370,000 tested, 0.56% active | AID 743126;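 active = inhibition above mean plus 3 SD of compounds lying within the high and low control bounds, cut at about 19% in these data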;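 also: 0% = median of test compound wells and 100% = no enzyme DMSO wells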
# PLCb3 inh: inhibitors of human phospholipase C beta3. Q01970. Purified PLC-beta3, fluorogenic substrate, fluorescence. inhibition, % at 12.2 µM. 370,000 tested, 0.18% active; in the data active = inhibition above about 11%;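 also: 0% = median of compound wells on plate and 100% = full blocker control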
# UHRF1 binding: UHRF1 methyl-DNA binding inhibition; UHRF1 binding to methylated oligo, TR-FRET; inhibition, % at 4.4 µM; 370,000 tested, 0.75% active; AID 687016; in the data active = inhibition above about 21%;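 also: UHRF1 SRA domain binding a hemimethylated CpG hairpin DNA probe; 0% = median of test compound wells and 100% = reference inhibitor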
# * = called active by the depositor; / = not tested or not shown. Random draw from the library. About 4.5% of those tested had a hit in this group.
SMILES,PLC-gamma1 inh,proKLK7 act,ASAP1 GAP inh,ARFGAP1 inh,DDE Tn6 FP inh,DDE Tn7 FP inh,Rev-erbA mod,HGIII-sPLA2 inh,PLCb3 inh,UHRF1 binding
COC(=O)C1=C(C(=O)OC)C(C(=O)OC)N2C=CC=CC2=C1C(=O)OC (stereo not given),-48,3.6,1,5,-3,4,3,-1,-67,-7
Cc1ccc(NC(=O)N2CCCC2c2cccs2)cc1 (stereo not given),0,0.1,7,7,-2,3,-1,-1,0,-3
Cn1c2c(c(O)c(-c3ccccc3)c1=O)C(=O)CC(C)(C)C2,-7,-0.5,-5,5,7,2,0,18,-15,3
COc1ccc(-c2cn(CCO)c(CCN)n2)cc1,0,-0.4,0,6,-3,2,2,7,1,3
O=C1CNC(=S)N1CCc1ccccc1Cl,4,-0.1,3,2,-6,-7,2,-55,-6,7
CCN1C(=O)/C(=c2\sc3nc(=O)c(Cc4ccccc4)nn3c2=O)c2ccccc21,-1,0.5,-1,5,3,6,-2,1,-9,-1
CCOc1ccc(NC(=O)CN(C)C(=O)CN2C(=O)C3CC=CCC3C2=O)cc1OCC (stereo not given),1,0.1,15,3,-6,1,-4,0,-4,0
Cc1cc(Nc2ccccc2)n(CCO)n1,-2,0.2,14,4,-7,1,10,3,0,1
Cc1cc(C(=O)Nc2nc3ccc(Cl)cc3s2)nn1C,0,0.2,1,3,-8,1,0,-10,-10,-4
CCC(Oc1ccccc1)C(=O)Nc1ccc(S(=O)(=O)N2CCOCC2)cc1 (stereo not given),-2,0.2,7,8,2,5,3,-9,-2,-1
CC(C)(C)C(=O)Cn1c(=O)n(CC2CCCO2)c(=O)c2ccccc21 (stereo not given),0,0.1,-8,7,7,3,2,11,-1,5
Clc1cccc(CNc2nc(-c3cccnc3)nc3ccccc23)c1,-8,-21,1,32*,-8,-3,1,-10,-24,-1
CCN(CC)CC(=O)NCC1(c2ccccc2)CCOCC1,5,0.2,1,12,2,-3,6,1,4,0
O=C(Cc1ccccc1F)Nc1cccc(S(=O)(=O)N2CCCCC2)c1,1,0.3,-5,7,5,10,-5,-9,0,-2
Cn1cc(/C=C/C(=O)N2CCCC(C(=O)c3ccc(C(C)(C)C)cc3)C2)cn1 (stereo not given),1,0.1,1,9,-5,-2,3,-5,-25,0
Cc1cccc(C)c1OCc1cc(C(=O)N2CCN(c3ccccc3)CC2C)no1 (stereo not given),7,0.4,2,16,-4,-5,2,-5,-13,2
C[n+]1ccccc1/C=C/c1ccc2ncccc2c1,-5,1.0,9,-2,-5,4,0,5,-12,-1
CN1CCN(C(=O)C2=C[C@@H](c3ccc(C(F)(F)F)cc3)C[C@@H](OCc3ccc(CO)cc3)O2)CC1,-4,-0.1,-4,2,-2,0,0,-2,-8,0
COc1ccc(Cn2c(O)c(C=Nc3ccccc3C(=O)O)c3ccccc3c2=O)cc1,-8,-1.1,-8,-3,-2,5,0,7,-18,-1
COc1ccc(/C=C2\SC(=S)N(CCCC(=O)NNC(=O)c3ccccc3O)C2=O)cc1,5,-0.3,9,-5,-5,-5,-5,16,1,0
Cc1ccc(-c2nnn(CC(=O)NCCc3ccc4c(c3)OCO4)n2)o1,3,0.2,-6,2,2,0,-2,-2,2,-1
CCCc1ccc(C(=O)NNc2ccccc2F)cc1,-1,0.3,-16,-6,1,4,6,5,-5,-3
COc1ccc(S(=O)(=O)NC(C)C(=O)O)cc1 (stereo not given),5,0.2,5,17,2,3,-2,10,1,1
CN(C)/C=C/C(=O)c1cccc([N+](=O)[O-])c1,5,-1.1,-7,-5,-2,-1,-4,-7,1,-2
Cc1ccc(OC(=O)CCC(=O)NC(C)c2ccccc2)cc1 (stereo not given),0,-0.7,0,-11,2,-3,-7,4,2,3

# Reprinted at random: 7 entries already listed.
SMILES,PLC-gamma1 inh,proKLK7 act,ASAP1 GAP inh,ARFGAP1 inh,DDE Tn6 FP inh,DDE Tn7 FP inh,Rev-erbA mod,HGIII-sPLA2 inh,PLCb3 inh,UHRF1 binding
Cc1ccc(NC(=O)N2CCCC2c2cccs2)cc1 (stereo not given),0,0.1,7,7,-2,3,-1,-1,0,-3
C[n+]1ccccc1/C=C/c1ccc2ncccc2c1,-5,1.0,9,-2,-5,4,0,5,-12,-1
CN1CCN(C(=O)C2=C[C@@H](c3ccc(C(F)(F)F)cc3)C[C@@H](OCc3ccc(CO)cc3)O2)CC1,-4,-0.1,-4,2,-2,0,0,-2,-8,0
COc1ccc(/C=C2\SC(=S)N(CCCC(=O)NNC(=O)c3ccccc3O)C2=O)cc1,5,-0.3,9,-5,-5,-5,-5,16,1,0
CCCc1ccc(C(=O)NNc2ccccc2F)cc1,-1,0.3,-16,-6,1,4,6,5,-5,-3
COc1ccc(Cn2c(O)c(C=Nc3ccccc3C(=O)O)c3ccccc3c2=O)cc1,-8,-1.1,-8,-3,-2,5,0,7,-18,-1
CCOc1ccc(NC(=O)CN(C)C(=O)CN2C(=O)C3CC=CCC3C2=O)cc1OCC (stereo not given),1,0.1,15,3,-6,1,-4,0,-4,0

# (list continues)
SMILES,PLC-gamma1 inh,proKLK7 act,ASAP1 GAP inh,ARFGAP1 inh,DDE Tn6 FP inh,DDE Tn7 FP inh,Rev-erbA mod,HGIII-sPLA2 inh,PLCb3 inh,UHRF1 binding
N=C1c2ccccc2CN1c1ccc(S(=O)(=O)N2CCCCC2)cc1,-2,0.2,3,13,-1,-1,-2,0,-6,-1
Cc1ccsc1S(=O)(=O)N1CCC(CO)(CC2CCCCO2)CC1 (stereo not given),-2,0.6,-6,9,-2,9,1,-3,5,-1
CN(CC(=O)Nc1ccc(S(=O)(=O)N2CCCC2)cc1)Cc1cccc(Cl)c1Cl,-1,0.4,-3,13,-1,-15,11,-23,-1,-1
CC(=O)Nc1ccccc1C(=O)C(=O)NCCc1ccccc1,-2,-0.4,-15,6,4,3,-4,3,0,0
Cc1ccc(CNC(=O)C2c3ccccc3C(=O)N(C)C2c2c[nH]c3ccccc23)o1 (stereo not given),0,-0.1,-3,6,-2,8,6,-11,-1,1
COc1ccccc1N1CCN(CCCNc2c(C)c(=O)n(C)c(=O)n2C)CC1,5,0.2,-11,-3,-4,-1,0,6,2,1
CN(C)CCCNC(=S)N(CCO)Cc1cc2cc3c(cc2[nH]c1=O)OCO3,-42,0.9,-2,13,-7,9,2,8,-52,4
Cc1cc(C)cc(-n2c(=O)c3sccc3n(CC(=O)NCc3ccco3)c2=O)c1,0,0.1,-12,6,3,8,-2,6,-1,3
CN1CCN(C(=S)c2ccc([N+](=O)[O-])cc2)CC1,3,-0.8,-12,-2,-7,0,-8,8,2,1
CCNC(=O)C1(C)CCCN(C(=O)c2ccc(OC)c(F)c2)C1 (stereo not given),1,0.1,-4,3,11,4,3,-5,3,-1
CC(C)(Oc1ccc(Br)cc1)C(=O)N1CCc2ccccc21,1,0.6,4,9,2,4,-4,1,0,1
On1c(-c2ccccc2Cl)nc2ncccc21,0,-0.6,-11,-10,4,-6,-2,0,-5,0
CC(C)N(Cc1ccccc1)S(=O)(=O)c1ccc(F)cc1,-2,-0.6,1,2,0,-6,0,-4,-5,-2
Cc1cc(/C=N/Nc2ccc([N+](=O)[O-])cn2)c(C)n1-c1cccc(C(=O)O)c1,-3,0.5,-8,4,-2,0,9,-9,-12,10
CCCOc1ccc(NC(=O)CNC(=O)c2cc(OC)cc(OC)c2)cc1OCCC,6,-0.1,3,12,3,-9,0,-9,-4,1
[O-]/C(=C(\C(=S)NCc1ccc2c(c1)OCO2)[n+]1ccccc1)c1ccc(Cl)s1,0,0.2,5,-10,-4,2,-2,5,-5,2
O=C(NCc1ccccc1)OCCN1C(=O)CCC12CCC(c1ccccc1)CC2 (stereo not given),-1,0.1,/,/,6,-3,-4,2,4,-1
CC(C)c1cc(=O)n2[nH]c(SCc3ccc(Cl)cc3)nc2n1,-3,0.0,-2,2,3,1,-4,-8,-9,1
O=C(Nc1ccc(Cl)cn1)C1CCCN(c2ncnc3c2nc2n3CCCCC2)C1 (stereo not given),1,0.1,-4,-12,0,0,4,-4,-8,-2
CCCCN1C[C@H](CSC)[C@@H](CC(=O)Nc2ccc(OC)cc2)C1=O,-2,-0.3,6,-7,-6,-4,-3,7,-1,3
O=[N+]([O-])c1ncccc1OCc1ccccc1Br,-1,0.0,2,0,12,-1,0,-2,-7,-1
Cc1ccc(-c2nnc(Nc3ccc4c(c3)OCO4)c3ccccc23)cc1S(=O)(=O)NC(C)C,-5,0.7,5,4,-2,-10,-1,-3,-4,-1
CCOc1cc2nc(-c3ccc(OC)c(OC)c3)nc(NCCCN3CCOCC3)c2cc1OC,-164,2.3,7,6,-6,-7,0,-6,-217,11
Cc1ccc(NC(=O)[C@H](Cc2ccccc2)NC(=O)C2CCNCC2)cc1,3,0.4,5,-4,-2,-1,1,2,-1,-3
CCOc1ccc(S(=O)(=O)NCc2cccnc2)cc1NC(=O)c1ccccc1F,-3,-1.3,-3,9,1,2,4,6,-10,2
# Continued.
SMILES,PLC-gamma1 inh,proKLK7 act,ASAP1 GAP inh,ARFGAP1 inh,DDE Tn6 FP inh,DDE Tn7 FP inh,Rev-erbA mod,HGIII-sPLA2 inh,PLCb3 inh,UHRF1 binding
Cc1nn(-c2ccccc2)c(OC(=O)c2cccs2)c1S(=O)(=O)c1ccc([N+](=O)[O-])cc1,15*,0.3,-4,-6,-8,0,-2,-9,20*,12
O=C(Nc1nnc(C2CC2)s1)c1cccnc1Oc1ccc(Cl)cc1,1,-0.9,-9,-1,-1,-2,-4,15,-6,4
CCCCn1c(N)c(N(CC)C(=O)CN2C(=O)NC(C)(c3ccccc3)C2=O)c(=O)[nH]c1=O (stereo not given),5,0.1,7,6,-6,4,2,12,-6,2
O=C(CCCCCCCCC(=O)N/N=C/c1ccco1)N/N=C/c1ccco1,1,0.8,13,-5,3,0,-5,-13,2,-1
COc1cc(F)ccc1-c1csc(C(NC(C)=O)c2cccc(F)c2)n1 (stereo not given),-6,0.8,15,-1,8,2,1,0,1,0
COc1ccc(S(=O)(=O)NC2CC(C)(C)NC(C)(C)C2)c2ccccc12,1,0.1,6,-2,2,-1,-7,-1,-5,-2
COc1ccc(CCNC(=O)COC(=O)CCC(=O)c2ccc(F)cc2)cc1,-1,0.3,-8,11,-5,-6,-1,-3,-4,-4
CCCC(=O)Nc1nnc(S(=O)(=O)N(CC)c2ccccc2)s1,0,0.2,4,-13,0,2,2,-2,-4,-1
N#CC(Nc1ccccc1)c1ccccc1OCc1ccccc1 (stereo not given),7,0.0,15,1,4,-7,1,8,-4,-2
CCCN1CCS(=O)(=O)N(Cc2cn(Cc3ccc(C)cc3)nn2)C(C(=O)OC)C1 (stereo not given),0,0.4,/,/,3,-9,-3,10,1,13
Cc1cc(-c2c(C)[nH]n(-c3ccccc3)c2=O)n[nH]1,0,-0.1,10,-3,-5,-1,1,4,-3,-1
COc1ccc(S(=O)(=O)N2CCC(C(=O)NCCC(=O)Nc3cccc(Cl)c3)CC2)cc1,4,0.3,-7,5,-2,-5,3,-34,-4,-3
CCOc1cc(NS(=O)(=O)c2ccccc2)c(OCC)cc1NC(=O)c1ccco1,-13,0.1,-12,5,3,-2,-4,-7,-12,-4
